SKN-1 block – inhibitors of C. elegans SKN-1; C. elegans VP596 Pgst-4::GFP/RFP ratio, acrylamide-induced, 24 h; inhibition, % at 21.8 µM; hit rate 0.49% among 360,000; AID 624304;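 active = interference check ratio from 0.5 to 1.5 plus GFP to RFP signal ratio inhibition reaching or exceeding a fixed threshold, cut at about 30% in these data, passing the limit was not always enough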; also: some compounds called inactive have numbers as strong as hits
Scp-1 inhibitor – Scp-1 (human) phosphatase inhibition | hit rate 0.88% among 340,000 | Recombinant Scp1, phosphopeptide, malachite green phosphate absorbance | AID 493091 | Q9GZU7 | inhibition, % at 20 µM;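 active = inhibition above about 50% at 20 µM, limit read from the data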;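 also: plate controls were DMSO wells with enzyme for no effect and wells lacking enzyme for full effect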
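System: SCP-1 catalytic domain; Reagent: Phospho 17-mer peptide substrate; Doses: one concentration, 20 µM, with 1.0% DMSO; Incubation: 45 min room-temperature reaction, 5 min colour, 30 min stabiliser; Signal: Phosphate-binding colour reagent, absorbance read at 630 nm.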
LMPTP inh – LMPTP (human) inhibition; inhibition, % at 20 µM; P24666; AID 651560; hit rate 0.22% among 360,000; recombinant LMPTP-A, OMFP fluorogenic substrate, fluorescence intensity;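 active = compounds that cut the enzyme signal by at least half of the control window in the single-dose screen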;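 also: plate controls were DMSO wells with enzyme plus substrate for no effect and substrate without enzyme for full effect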
Target sequence (P24666 whole entry, looked up): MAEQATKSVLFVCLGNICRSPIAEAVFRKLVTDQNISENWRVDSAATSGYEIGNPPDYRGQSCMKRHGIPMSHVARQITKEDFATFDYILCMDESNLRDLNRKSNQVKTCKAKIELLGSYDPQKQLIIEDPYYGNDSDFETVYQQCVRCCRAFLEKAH
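Assay system: LMPTP-A phosphatase enzyme | Input: 0.625 nM enzyme | Also added: Fluorogenic phosphatase substrate OMFP at 400 µM final | Compound dosing: One test concentration per compound, 20 µM, with 3% DMSO overall | Schedule: 50 min enzyme reaction at room temperature, protected from light | Signal: Fluorescence intensity | Benchmarks: no-enzyme and uninhibited controls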
NRP1-CendR mod – alters CendR peptide binding to human NRP-1 | inhibition, % at 25 µM | FAM-RPARPAR peptide binding to NRP-1, fluorescence polarization | hit rate 0.85% among 360,000 | O14786;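 active = inhibition or corrected inhibition above about 18%, plus a signal ratio from 0.5 to 1.5, limit read from the data, passing the limit was not always enough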; also: strong numbers were not always called active
Target sequence (O14786 whole entry, looked up): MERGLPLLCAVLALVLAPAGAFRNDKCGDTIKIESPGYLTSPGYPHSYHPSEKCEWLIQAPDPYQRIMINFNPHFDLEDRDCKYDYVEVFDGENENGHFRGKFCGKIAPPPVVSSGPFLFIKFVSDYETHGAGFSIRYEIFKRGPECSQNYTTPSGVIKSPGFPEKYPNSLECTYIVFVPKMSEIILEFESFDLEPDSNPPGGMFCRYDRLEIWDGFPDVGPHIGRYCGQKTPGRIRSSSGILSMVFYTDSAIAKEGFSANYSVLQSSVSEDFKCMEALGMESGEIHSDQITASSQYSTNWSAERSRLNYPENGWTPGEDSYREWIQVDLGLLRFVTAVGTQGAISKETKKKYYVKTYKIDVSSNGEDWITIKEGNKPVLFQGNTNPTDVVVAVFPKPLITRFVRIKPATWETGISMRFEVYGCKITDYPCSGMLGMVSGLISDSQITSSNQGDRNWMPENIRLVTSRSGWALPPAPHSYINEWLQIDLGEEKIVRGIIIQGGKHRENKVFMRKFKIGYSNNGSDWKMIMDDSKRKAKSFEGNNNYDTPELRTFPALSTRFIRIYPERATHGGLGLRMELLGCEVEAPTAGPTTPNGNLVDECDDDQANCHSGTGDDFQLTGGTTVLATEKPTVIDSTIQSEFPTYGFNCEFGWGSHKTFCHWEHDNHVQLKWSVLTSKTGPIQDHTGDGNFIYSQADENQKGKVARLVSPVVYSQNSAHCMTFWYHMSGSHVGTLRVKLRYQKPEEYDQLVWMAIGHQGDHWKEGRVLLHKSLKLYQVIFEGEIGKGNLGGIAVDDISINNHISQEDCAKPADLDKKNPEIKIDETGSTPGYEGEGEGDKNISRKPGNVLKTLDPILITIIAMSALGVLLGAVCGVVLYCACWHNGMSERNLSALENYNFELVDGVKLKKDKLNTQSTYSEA
STEP inh – blocks human striatal-enriched tyrosine phosphatase; inhibition, % at 20 µM; AID 588621; P54829; hit rate 0.25% among 360,000; recombinant STEP, OMFP fluorogenic substrate, fluorescence;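 active = inhibition at 20 µM, scaled per plate between control wells, above about 37%, limit read from the data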;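 also: 0% = DMSO with enzyme and substrate and 100% = substrate only without enzyme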
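System: STEP (striatal-enriched tyrosine phosphatase) enzyme, cell-free; medium: Bis-Tris pH 6.0 buffer with DTT, detergent; dosing: 20 µM, 1% DMSO; times: reaction 20 min, ambient temperature; detection: fluorescence, 480/540 nm; read-out basis: normalized % inhibition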
NadD block – NadD (S. aureus) enzyme inhibition | purified NadD enzyme, colorimetric absorbance read-out | inhibition, % at 20 µM | hit rate 0.78% among 360,000 | AID 602399; in the data active = inhibition above about 26%; also: some compounds past the cut are filed as inactive
TbMetRS inhib – blocks T. brucei methionyl-tRNA synthetase activity. purified T. brucei MetRS, ATP depletion, Kinase-Glo luminescence. inhibition, % at 11.9 µM. hit rate 0.4% among 360,000;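 active = inhibition above a per-plate cutoff of the control wells' mean inhibition plus 3 SD, cut at about 5.5% in these data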;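 also: 0% = DMSO wells median and 100% = median of wells with control inhibitor compound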
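Measured by: Kinase-Glo luciferase luminescence reporting remaining unconsumed ATP. Material: purified T. brucei MetRS enzyme. Doses: 11.9 µM compound single dose, 0.9% DMSO. Medium: HEPES buffer containing pyrophosphatase, BSA, spermine, DTT. Times: 15 min preincubation, 2 h reaction, all 25 °C. Reagent: methionine, ATP and bulk E. coli tRNA.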
SUMO1 PPI mod – SUMO1-SIM interaction modulation. hit rate 0.33% among 360,000. P63165. inhibition, % at 20 µM. SUMO1 binding to a labelled peptide, TR-FRET, 1 h; in the data active = inhibition above about 37%
Neddylation inh – blocks human cullin neddylation; P61081+Q13564; TR-FRET cullin neddylation, biochemical; calls only at 25 µM; hit rate 0.58% among 360,000; in the data active = inhibition above about 36%
DNMT1 block – inhibitors of human DNMT1; inhibition (reported as % activation of signal), % at 10 µM; hit rate 0.83% among 360,000; P26358; DNMT1 molecular beacon, Hinp1I cleavage, fluorescence; in the data active = inhibition above about 50%
* marks the source's active call; other numbers are inactive results; i = inactive; / = not tested or not shown.

no.	Structure	SKN-1 block	Scp-1 inhibitor	LMPTP inh	NRP1-CendR mod	STEP inh	NadD block	TbMetRS inhib	SUMO1 PPI mod	Neddylation inh	DNMT1 block
1	CCCc1[nH]n(-c2nc3ccccc3s2)c(=O)c1C=NCCCOC	-8.7	0.8	0.3	9.5	-1.9	0.1	-0.2	2.5	i	-1.4
2	O=C(O)CCN1C(=O)C2C3c4ccccc4C(c4ccccc43)C2C1=O (stereo unspecified)	-11.3	-12.3	-1.7	3.6	4.8	-5.3	-0.6	-6.3	i	-0.9
3	O=C(O)c1cc(NS(=O)(=O)c2ccc(N3CCCCC3)c([N+](=O)[O-])c2)cc(C(=O)O)c1	-1.3	30.1	-1.0	-6.6	1.4	-3.3	-0.8	-19.1	i	8.4
4	COc1ccc(N2CCN(C(=O)c3cn(C)c(=O)c4c3c3ccccc3n4C)CC2)cc1	10.0	-2.8	0.6	-7.3	0.9	-0.2	0.0	-3.7	i	-3.0
5	COc1cc(NC(=O)c2ccc3c(SCC(=O)O)c4c(nc3c2)CCC4)cc(OC)c1OC	-3.3	15.5	0.6	0.5	3.2	5.4	-0.8	-1.6	i	-2.7
6	O=C(NCc1cccs1)C1CCCN(S(=O)(=O)c2cccc3cccnc23)C1 (stereo unspecified)	-17.0	-4.2	1.0	-2.7	0.5	1.1	0.1	7.6	i	-1.7
7	ClC1(CNc2ccccc2)CCN(Cc2ccccc2)CC1	3.3	-7.8	2.5	16.8	-2.3	-1.9	-0.3	-3.0	i	-3.2
8	COc1ccc(C(=O)OCc2c(-c3ccccc3)ncc3ccccc23)cc1	8.8	18.8	3.6	5.9	-0.4	10.9	-0.5	-2.1	i	-7.4
9	Cc1ccc(N2CCN(C(=O)c3ccccc3NC(=O)C3CCCCC3C(=O)O)CC2)cc1 (stereo unspecified)	9.0	0.0	-2.0	-8.9	-0.5	0.0	-0.5	0.7	i	0.0
10	Cc1cccc(C(=O)N/N=C/c2ccccn2)c1	-2.9	-8.3	-1.4	-4.0	-1.7	-3.4	-0.1	-4.2	i	-1.3
11	Cc1ccc(NC(=O)CSc2nnc([C@@H]3CCCN3C(=O)OC(C)(C)C)o2)c(C)c1	17.6	-5.6	-0.7	8.0	-2.1	4.4	-0.7	-0.5	i	0.6
12	COc1ccc(C(=O)NCc2nnc(SCC(=O)N3CCCCCC3)o2)cc1OC	-7.9	-4.5	-0.4	4.4	-3.4	-3.5	-0.6	-0.2	i	1.5
13	Cc1cccc(-n2nnnc2SCC(=O)Nc2ccc(N3CCN(C)CC3)cc2)c1	-5.2	-6.3	-0.4	8.8	-0.4	3.6	0.1	-15.3	i	-3.1
14	O=C(O)c1ccc(N2C(=O)c3cccc4c(C(=O)O)ccc(c34)C2=O)cc1	21.9	71.8*	15.3	-31.2	26.3	-13.9	0.1	4.2	i	90.6*
15	COc1ccc(N(CC(=O)NC2CCCC2)C(=O)c2ccc(C)s2)cc1OC	1.7	-7.1	-2.2	2.7	1.6	-1.4	-0.2	3.7	i	-0.6
16	Cc1ccc(C)n1-c1nnc(N2CCC(C(=O)N3CCN(C)CC3)CC2)s1	12.8	-11.7	-4.2	2.0	-2.7	-2.3	-0.3	-12.9	i	-1.3
17	Cn1nnc2cc(NC(=O)N3CC4(C)CC3CC(C)(C)C4)ccc21 (stereo unspecified)	10.1	-5.5	0.1	-28.8	0.6	0.5	0.4	-0.5	i	0.0
18	COc1cc2oc3ccc(C#Cc4ccccn4)cc3c(=O)c2cc1OC	10.1	29.9	8.0	-9.0	-1.0	-5.4	0.1	27.6	/	-15.1
19	O=C(O)c1nccnc1C(=O)NCCc1c[nH]c2ccccc12	-4.2	-1.7	-1.6	6.6	-0.9	-6.3	-0.2	3.6	i	-1.2
20	COC(=O)c1ccc(CNC(=O)[C@@H]2CCCN2S(=O)(=O)c2ccccc2F)cc1	-6.5	5.0	0.2	-0.6	-0.7	-5.3	-0.4	0.2	i	1.1
21	Cc1c(NC(=O)c2cc(-c3cccc(Cl)c3)on2)c(=O)n(-c2ccccc2)n1C	2.6	9.2	-1.3	0.7	-1.3	5.8	-0.9	2.7	i	1.9
22	COc1ccc(S(=O)(=O)N2CCC(O)(c3ccc4c(c3)OCO4)CC2)cc1	5.1	-9.0	0.1	21.6	0.5	-5.9	0.6	2.1	i	1.0
23	Cc1ccc(C(=O)N/C(=C/c2cccc([N+](=O)[O-])c2)C(=O)NC(C)C)cc1	-6.1	0.0	-1.1	-14.5	2.6	2.8	-0.5	-21.5	i	12.9
24	CCN(CC)C(=O)C1=C(C)N(CCC2=CCCCC2)C(=O)C(CC(=O)NCCCN(C)C)C1 (stereo unspecified)	-7.1	/	-3.0	-0.6	-0.9	-5.1	-0.7	9.4	i	6.3
25	CCOC(=O)c1cn(CC(=O)Nc2ccccc2C(=O)OCC)nn1	2.4	-2.5	-1.8	-10.4	-2.2	0.0	-0.8	-3.4	i	0.3
26	CN1CCN(CC(=O)N2c3ccc(S(=O)(=O)NCCNC(=O)OC(C)(C)C)cc3C(=O)Nc3cccnc32)CC1	17.8	-4.9	-7.3	3.2	-1.0	-2.0	-0.1	13.1	i	3.6
27	CC(=O)OCC(=O)[C@@]1(O)CC[C@H]2[C@@H]3CCC4=CC(=O)C=C[C@]4(C)[C@H]3[C@@H](O)C[C@@]21C	-6.9	-3.8	-0.8	-4.4	-3.1	-8.8	-1.2	2.8	i	7.5
28	COc1ccc(COc2cccc3ccc(C)nc23)cc1F	-3.0	1.8	0.6	1.9	-0.8	-1.1	0.1	-4.5	i	0.5
29	Cc1ccccc1-n1cnnc1SCC(=O)N1CCN(c2ccccc2)CC1	-4.1	9.8	-0.2	12.5	0.1	-0.6	-0.8	-2.2	i	1.0
30	COc1ccccc1CNC(=O)C1CCN(S(=O)(=O)c2ccc(-n3cnnn3)cc2)CC1	-1.1	-5.3	2.7	7.8	-1.7	-11.4	-0.2	2.9	i	1.1

Going on with the list.
no.	Structure	SKN-1 block	Scp-1 inhibitor	LMPTP inh	NRP1-CendR mod	STEP inh	NadD block	TbMetRS inhib	SUMO1 PPI mod	Neddylation inh	DNMT1 block
31	COc1cc(CN2CCCC(N3CCc4ccccc4C3)C2)c(Cl)cc1O (stereo unspecified)	2.7	-7.7	3.8	1.0	1.7	0.0	0.4	-1.9	i	-3.1
32	Cc1ccsc1C(=O)Nc1n[nH]c(C(F)(F)F)n1	-8.7	-10.4	-1.7	-3.8	1.7	-3.0	0.7	1.3	i	3.4
33	CCSc1nnc(NC(=O)C2CCCCC2C(=O)OCC(F)(F)C(F)F)s1 (stereo unspecified)	-2.1	-5.8	0.6	-2.8	-1.7	0.3	-0.3	0.3	i	1.7
34	O=C(CN(Cc1ccccc1)S(=O)(=O)c1ccc2c(c1)OCCO2)Nc1ccc2c(c1)OCCO2	1.6	-13.5	1.3	-3.0	-0.9	-11.6	-0.5	3.7	i	-6.8
35	CC(=O)N1N=C(c2ccccc2O)CC1c1cccs1 (stereo unspecified)	16.2	-2.4	0.3	8.6	1.9	5.8	0.1	-1.9	i	-0.7
36	O=C(CC1CC1)Nc1ccc2c(c1)[C@@H]1C[C@H](CC(=O)NC3CCCC3)O[C@@H](CO)[C@@H]1O2	4.5	/	-1.1	3.6	0.0	1.8	-1.7	-0.6	i	-5.1
37	CCOC(=O)C1CCN(C(=O)CNC(=O)c2nn(-c3ccc(OC)cc3)c(=O)c3ccccc23)CC1	-5.0	1.8	0.1	-2.8	0.7	-4.2	-0.3	-13.9	i	-0.5
38	Cc1ccccc1OCC(=O)NCC(=O)N/N=C/c1ccc(Br)o1	-5.6	-2.3	0.9	-6.1	-2.7	-2.2	-0.9	-5.1	i	3.4
39	COc1ccc(CCN2C(=O)CS/C2=N\NC(=O)c2cccs2)cc1OC	1.7	-10.6	-0.1	11.7	-0.6	1.6	-0.6	3.2	i	-0.3
40	CCCC(=O)Nc1ccc2c(c1)nc(CN1CCCCC1)n2C	-9.3	-2.0	-1.4	-14.6	-4.9	5.4	0.3	-1.8	i	2.0
41	Cc1cccn2c(=O)c3cc(C(=O)NC4CCCCCC4)sc3nc12	2.6	5.9	0.4	-4.5	-2.6	-5.5	0.0	-11.1	/	39.8
42	CC(C)Nc1ncnc2c1ncn2[C@H]1CN(C2CCCC2)C[C@@H](CO)O1	10.1	/	-0.8	4.0	0.7	-0.4	-0.1	1.3	i	5.2
43	COc1cccc(-n2nnnc2SCC(=O)Nc2ccccc2OC)c1	-14.6	-8.3	-0.7	1.2	-1.7	-8.3	-0.2	0.3	i	0.2
44	Cc1cccc(NC(=O)COc2coc(CN3CCN(Cc4ccccc4)CC3)cc2=O)c1	22.8	-2.3	-0.1	-6.7	-0.9	-3.4	-0.4	-0.9	i	1.6
45	c1csc(-c2nn3c(C4COc5ccccc5O4)nnc3s2)c1 (stereo unspecified)	12.5	-7.7	1.9	-12.0	3.5	9.1	0.0	-7.2	i	-1.8
46	O=C(Nc1ccc(OC(F)(F)F)cc1)NC1CCC(Oc2ccc(C(=O)O)cc2)CC1 (stereo unspecified)	17.1	-4.4	1.3	5.9	0.0	-3.3	-0.1	5.1	i	5.6
47	COc1ccc(-n2c(=S)[nH]c3cc(C(=O)Nc4cccc(C)c4)ccc3c2=O)cc1	5.1	-5.1	-2.7	14.5	-0.4	22.5	-1.1	0.8	i	23.5
48	O=C(CSc1nncs1)Nc1cccc2ccccc12	4.1	-8.0	0.2	1.3	-0.7	1.8	-0.2	-7.4	i	0.5
49	CCSc1nc2ccccc2n1C(=O)c1ccc(S(=O)(=O)N2CCCCCC2)cc1	12.2	-4.8	-0.9	0.0	-2.6	-4.3	-0.2	1.7	i	4.6
50	C=CC(=O)NC1CC2CCC1(C)C2(C)C (stereo unspecified)	11.0	-3.8	-1.8	6.1	1.6	2.8	-0.1	-3.0	i	-5.3
51	COc1cccc(CNC(=O)C2CCN(c3nnc(N4CCCC4=O)s3)CC2)c1	6.4	-9.2	-1.2	-3.2	-0.4	-6.5	-0.7	-3.5	i	1.6

Only DNMT1 block and LMPTP inh, for 4 of the compounds above:
nr	molecule	DNMT1 block	LMPTP inh
24	CCN(CC)C(=O)C1=C(C)N(CCC2=CCCCC2)C(=O)C(CC(=O)NCCCN(C)C)C1 (stereo unspecified)	6.3	-3.0
25	CCOC(=O)c1cn(CC(=O)Nc2ccccc2C(=O)OCC)nn1	0.3	-1.8
26	CN1CCN(CC(=O)N2c3ccc(S(=O)(=O)NCCNC(=O)OC(C)(C)C)cc3C(=O)Nc3cccnc32)CC1	3.6	-7.3
27	CC(=O)OCC(=O)[C@@]1(O)CC[C@H]2[C@@H]3CCC4=CC(=O)C=C[C@]4(C)[C@H]3[C@@H](O)C[C@@]21C	7.5	-0.8
